Assay outcomes: PubChem, NCI
Growth percent in the NCI-60 one-dose screen (48 h, 10 µM unless noted): 100 = growth as untreated, 0 = no growth, -100 = all killed.
TK-10 = TK-10 renal cancer cells; actives 3.9% (n = 81,000); AID 1794769
OVCAR-8 = OVCAR-8 ovarian cancer. actives 4.4% (n = 81,000)
OVCAR-5 = OVCAR-5 ovarian cancer; actives 2.9% (n = 82,000)
OVCAR-3 = OVCAR-3 ovarian cancer; actives 7% (n = 79,000); AID 1794787
CAKI-1 = CAKI-1 renal cancer | actives 4.7% (n = 75,000)
ACHN = ACHN renal cancer; actives 4.9% (n = 81,000); AID 1794771
RXF 393 = RXF 393 renal cancer cells; actives 6.9% (n = 77,000)
A498 = A498 renal cancer cells | actives 5.4% (n = 76,000)
The depositor's hits bear a star; / = not tested or not shown; & = joins results of further samples. The calls were made as follows: active = growth percent below 10; inactive = the rest. Not all compounds are listed (hit frequency here may not be typical).

Fields – TK-10	OVCAR-8	OVCAR-5	OVCAR-3	CAKI-1	ACHN	RXF 393	A498
#1 COc1ccc2c(c1)OC1(Oc3cc(OC)ccc3C=C1C)C(C)=C2
    95	88	97	93	81	69	102	97
#2 NCC1CC1
    98	97	84	104	100	95	109	106
#3 CCOC(=O)C1=C(N)N(c2ccc(Cl)cc2)C2=C(C(=O)CC(C)(C)C2)C1c1ccc(F)cc1 (stereo not drawn)
    96	87	97	106	74	95	83	110
#4 CCC(NC)c1cccs1 (stereo not drawn)
    92	109	103	109	/	/	120	108
#5 CC1=C(C#N)c2nc3cnccc3c(=O)n2[C@]1(C)O
    105	96	102	105	93	113	92	/
#6 COc1cc(S(N)(=O)=O)c(OC)cc1N
    138	99	107	/	/	107	156	53
#7 COc1ccc(-c2cn(-c3ccc(Cl)cc3)c(=S)[nH]2)cc1OC
    73	53	64	88	/	67	11	94
#8 COc1cccc(-c2nc3sccn3c2-c2ccnc(NCCNS(=O)(=O)c3ccc(Cl)cc3)c2)c1
    87	58	100	68	58	74	71	54
#9 O=C1NC(=O)C2(Br)Nc3ccc(Br)cc3C(=O)C2N1 (stereo not drawn)
    117	112	109	119	110	111	107	72
#10 O=C(CNCCN1CCOCC1)N1c2cccc3cccc(c23)N(C(=O)CNCCN2CCOCC2)C1c1cn(-c2ccccc2)nc1-c1cccc([N+](=O)[O-])c1
    108	88	107	94	66	89	48	85
#11 O=C(O)c1cc2cc(O)ccc2[nH]1
    103	103	102	111	96	102	113	98
#12 O=C1[C@H](CCC(O)c2ccc(F)cc2)[C@@H](c2ccc(O)cc2)N1c1ccc(F)cc1 (stereo partly drawn)
    112	87	101	94	60	78	99	32
#13 CCN1C(=O)N(CC)C2Nn3c(s/c(=C\c4ccccc4F)c3=O)=NC21 (stereo not drawn)
    87	44	77	29	48	51	37	43
#14 COc1ccc(-c2cc(-c3cccnc3)nc(SCC(=O)Nc3ccccc3)c2C#N)cc1OC
    115	105	91	111	96	98	/	117
#15 C[C@@]12CC[C@H]3[C@H](CNCCc4ccccc4F)C(=O)O[C@@H]3C13C=CC(=O)[C@]32C (stereo partly drawn)
    130	95	102	102	98	102	125	102
#16 O=C(O)CN(CCN(CC(=O)O)CC(=O)O)CC(=O)O
    104&105	93&96&109	101&110&105	115&115&123	97&91&100	98&110&97	125&113&113	94&75&119
#17 COc1ccc(C(=O)COc2cccc(/C=C3\Oc4ccc5ccccc5c4C3=O)c2)cc1
    90	70	103	72	28	97	/	139
#18 CCCCCCCCCCCCCCC(C(=O)OCC)C(=O)OCC
    117	103	103	110	91	98	113	105
#19 COc1cc2cc(c1Cl)N(C)C(=O)C[C@H](OC(=O)[C@H](C)N(C)C(C)=O)[C@]1(C)O[C@H]1[C@H](C)[C@@H]1C[C@@](O)(NC(=O)O1)[C@H](OC)C=C/C=C(\C)C2
    26	/	32	-43*	6.3*	17	13	4.4*
#20 Cc1nn(-c2ccccc2)c(N2CCCCC2)c1-c1nc2ccc(C(=O)NN)cc2[nH]1
    106	98	104	97	94	92	110	66
#21 COc1ccc(-c2nc3ccc(-c4nnc(SCc5ccccc5)o4)cc3[nH]2)cc1OC
    23	6.9*	34	11	16	-45*	-34*	117
#22 CC[C@@H](c1ccc2cc(OC)ccc2c1)C(C)(C)C(=O)F
    126	95	86	86	77	104	99	98
#23 COc1cc(-c2nc(-c3ccccc3)[nH]c2-c2ccnc(NCCCNS(=O)(=O)c3ccc(C(F)(F)F)cc3)n2)ccc1Cl
    61&79	40&53	84&103	40&34	35&31	33&33	16&18	64&40
#24 CC1NC(=O)NC1=O (stereo not drawn)
    106	94	98	109	97	98	133	77
#25 CC12CCC(C(=O)C1=O)C2(C)C (stereo not drawn)
    /	94	100	107	105	98	/	103
#26 CCOC(=O)C1C2C=CC(C2)C1C(=O)OC (stereo not drawn)
    93	102	102	105	97	99	106	107
#27 Cc1c(C)[n+](=O)c2ccccc2n1[O-]
    119	102	96	111	109	100	99	103
#28 CCOP(=O)(OCC)C1c2ccccc2-c2ccccc21
    106	110	108	110	107	106	131	98
#29 CC(O)CN1CC(C)N(CC(C)O)CC1C (stereo not drawn)
    104	107	102	115	94	103	118	91
#30 CC(C)n1c(/C=C/[C@@H](O)C[C@@H](O)CC(=O)O)c(-c2ccc(F)cc2)c2ccccc21
    89	40	86	85	-43*	10	51	-21*
#31 NS(=O)(=O)c1ccc(CN2C(=O)c3cccc4cccc(c34)C2=O)cc1
    82	92	90	98	76	88	98	108
#32 CC1=CC(C)(C)Nc2ccc(C)cc21
    107	106	94	122	97	109	109	126
#33 O=C(Cc1ccc(/C=C/C(=O)c2ncc[nH]2)cc1)Nc1ccc(C(F)(F)F)cc1
    87	-2.8*	79	1.9*	69	56	34	/
#34 CCOC(=O)c1cc(C(=O)c2ccc(Br)cc2)n2ccc(/C=C/c3ccncc3)cc12
    145	106	97	110	83	98	92	98
#35 O=C(O)CNc1ccc([N+](=O)[O-])cc1
    94	103	100	106	105	100	114	93
#36 CC(C1=C(CCN(C)C)Cc2ccccc21)c1ccccn1 (stereo not drawn)
    94	100	88	107	95	97	100	124
#37 Nc1nnc(-c2cccnc2)s1
    119	97	101	119	/	100	109	108
#38 C[C@@H]1CC[C@@]2(C)C(C(=O)O)=CCC[C@@H]2[C@@]1(C)CC(=O)c1ccoc1
    106	101	98	111	91	96	117	/
#39 N#Cc1ccc(-c2cc3cnc4ccccc4c3oc2=O)cc1
    105	104	93	107	93	106	100	93
#40 NS(=O)(=O)c1ccc(C(=O)NN2C(=O)c3cccc4cc([N+](=O)[O-])cc(c34)C2=O)cc1
    109	104	102	106	89	110	103	94
#41 CN1CCN(Cc2ccc(NC(=O)c3cncc(C#Cc4cnc(N)c5ccccc45)c3)cc2C(F)(F)F)CC1
    -90*	-82*	-84*	-88*	-92*	-100*	-96*	-87*
#42 CC1=C(CC(=O)c2cccc([N+](=O)[O-])c2)C(=O)c2ccccc2C1=O
    -43*	9.4*	38	-94*	-28*	14	-26*	68
#43 COc1cc(-c2cc(-c3ccc(Nc4nc(Nc5ccccc5)nc(Nc5ccc(Cl)cc5)n4)cc3)nc(N)n2)cc(OC)c1OC
    91	60	70	64	61	60	78	/
#44 Cc1ccc(CC(CC(=O)O)C(=O)O)cc1 (stereo not drawn)
    /	102	100	107	99	103	116	/
#45 NC1=NC2(CCCCC2)N=C(Nc2ccc(S(N)(=O)=O)cc2)N1
    93	101	103	109	90	100	104	99
#46 Oc1ccc(/C=N/c2n[nH]c(Nc3ccccc3)n2)cc1
    105	108	121	115	98	110	100	111
#47 COc1cc(-c2ccc(-c3ccc(C(=N)N)nc3)s2)cc(OC)c1OC
    102	57	81	-42*	96	47	77	/
#48 CCOC(=O)c1ccc(N(CCC(=O)O)C(C)=O)cc1
    105	104	102	120	101	112	106	104
#49 COc1cc(C2CC(=O)Nc3c2c(C)nn3-c2nc3ccccc3[nH]2)cc2c1OCO2 (stereo not drawn)
    105	97	116	97	86	102	109	83
#50 CCOC(=O)C1=C(c2ccccc2)N=C2SC3C(=NN(c4ccccc4)C3c3ccc(Br)cc3)N2C1c1ccc(O)cc1 (stereo not drawn)
    119	99	99	98	77	108	96	75
#51 CC(C)[C@H](NC(=O)CSc1nnc(-c2ccc(NC(=O)c3cccnc3)cc2)o1)C(=O)O
    103	102	111	112	94	102	109	105
#52 Cn1c2ccccc2c2c3c(c4c5ccccc5n(CCCCCC#N)c4c21)C(=O)N(O)C3=O
    42	28	13	6.9*	-32*	-0.6*	-22*	-32*
#53 C=CCN(CC=C)c1nc(N)nc(N)n1
    95	102	98	104	106	99	115	90
#54 CCN(CC)Cc1c(C)ccc(C)c1O
    96	104	108	118	99	108	106	91
#55 Nc1ccc(C(=O)Nc2ccc(C(=O)Nc3ccc4c(O)cc(S(=O)(=O)O)cc4c3)cc2)cc1
    108	100	105	119	108	97	118	113
#56 Cc1nc2ccccc2c2cc(-c3ccccc3)oc(=O)c12
    132	94	107	101	78	80	93	75
#57 O=C(Nc1cccc(Cn2c(=O)[nH]c3ccc(Oc4ncccn4)cc3c2=O)c1)c1cccc(F)c1
    81	79	96	84	89	81	87	66
#58 C#CCOC(=O)C(N)C(C)O (stereo not drawn)
    110	98	67	102	93	97	98	116
#59 Cn1cc(NC(=O)c2cc(NC(=O)c3cc(NC=O)cn3C)cn2C)cc1C(=O)NCCC(=N)N
    121	/	191	112	94	106	40	/
#60 O=C(Nc1ncc(Cc2ccc(Br)cc2)s1)C1=NCCCCN1
    111	106	101	110	91	106	117	108

2 entries from above, set out differently:
50	CCOC(=O)C1=C(c2ccccc2)N=C2SC3C(=NN(c4ccccc4)C3c3ccc(Br)cc3)N2C1c1ccc(O)cc1 (stereo not drawn)
  TK-10: 119
  OVCAR-8: 99
  OVCAR-5: 99
  OVCAR-3: 98
  CAKI-1: 77
  ACHN: 108
  RXF 393: 96
  A498: 75

51	CC(C)[C@H](NC(=O)CSc1nnc(-c2ccc(NC(=O)c3cccnc3)cc2)o1)C(=O)O
  TK-10: 103
  OVCAR-8: 102
  OVCAR-5: 111
  OVCAR-3: 112
  CAKI-1: 94
  ACHN: 102
  RXF 393: 109
  A498: 105

Four structures from above, sorted by formula weight, low to high.
Fields – TK-10	OVCAR-8	OVCAR-5	OVCAR-3	CAKI-1	ACHN	RXF 393	A498
#53 C=CCN(CC=C)c1nc(N)nc(N)n1
    95	102	98	104	106	99	115	90
#54 CCN(CC)Cc1c(C)ccc(C)c1O
    96	104	108	118	99	108	106	91
#12 O=C1[C@H](CCC(O)c2ccc(F)cc2)[C@@H](c2ccc(O)cc2)N1c1ccc(F)cc1 (stereo partly drawn)
    112	87	101	94	60	78	99	32
#19 COc1cc2cc(c1Cl)N(C)C(=O)C[C@H](OC(=O)[C@H](C)N(C)C(C)=O)[C@]1(C)O[C@H]1[C@H](C)[C@@H]1C[C@@](O)(NC(=O)O1)[C@H](OC)C=C/C=C(\C)C2
    26	/	32	-43*	6.3*	17	13	4.4*

Other records
Fields – TK-10	OVCAR-8	OVCAR-5	OVCAR-3	CAKI-1	ACHN	RXF 393	A498
#61 FC(F)Oc1ccc(C(Nc2ccc(Br)cc2)c2nnnn2C2CCCCC2)cc1OCC1CC1 (stereo not drawn)
    105	94	91	91	66	91	84	90
#62 C[C@@H]1C(=O)N(C[C@H](Cc2ccccc2)NC(=O)OCc2ccccc2)[C@]1(Cc1ccccc1)C(=O)OC(C)(C)C
    67	67	91	70	51	75	71	54
#63 CCOC(=O)CC[C@H](NC(=O)c1ccc(NC(=O)Cn2c(C)nc3c(c(C)nn3-c3ccccc3)c2=O)cc1)C(=O)OCC
    91	100	94	105	85	102	102	94
#64 c1ccc(Nc2ccccc2)cc1
    95	110	106	115	112	102	100	86
#65 O=C(O)c1cnc2ccc(Cl)cc2n1
    116	106	110	113	97	102	104	111
#66 Cc1nn(-c2ccccc2)c2nc(Cl)c(/C=C/C(=O)c3ccc(Cl)cc3)c(-c3ccccc3)c12
    116	/	106	98	105	108	98	97
#67 Cc1ccc(CO)cc1C
    86	107	91	97	96	104	125	60
#68 CCc1ccc2c(c1)CCC2
    113	87	90	112	/	93	120	/
#69 COc1cc(/C=C2\C(=O)N(C(=O)c3csc(NC(C)=O)n3)N=C2C)cc(OC)c1OC
    107	106	122	/	107	110	/	118
#70 COc1ccc(-c2csc(NS(=O)(=O)C3C(=O)ON=[N+]3c3ccc(C)cc3)n2)cc1 (stereo not drawn)
    110	95	/	119	103	/	117	113
#71 COc1ccc([C@H]2[C@@H](F)C(=O)N2c2cc(OC)c(OC)c(OC)c2)cc1F
    64	14	44	-4.2*	/	33	29	-5.5*
#72 COc1cc(C)cc2oc3oc(=N)c(C(=O)c4ccccc4)cc3c(=O)c12
    105	105	95	101	92	96	108	90
#73 CCCn1c(=O)c2c(nc(-c3cccc(OCCCCl)c3)n2C)n(CCC)c1=O
    37	34	73	22	44	3.0*	37	-11*
